GPR35 antagonists – GPR35 antagonists blocking zaprinast-driven arrestin recruitment, primary screen, imaging, U2OS, beta-arrestin-GFP, zaprinast agonist (AID 2058). U2OS GPR35 beta-arrestin-GFP translocation imaging, zaprinast antagonism; higher % means a stronger effect. one-dose inhibition, % at 10 µM; IC50 in µM for titrated hits. actives 0.052% (n = 290,000);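 active means inhibition of at least 50% with at least 30 cells and total cytoplasm GFP at most 10,000,000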
West Nile antiviral – inhibition of WNV-induced cytopathic effect – cell-based, CPE readout (AID 1621) | West Nile virus-infected cells, CPE inhibition; higher % means a stronger effect | one-dose CPE inhibition, % at 10 µM; IC50 in µM for titrated hits | actives 0.02% (n = 290,000); in the data active means a potency from the dose series; further: strong numbers were not always called active
PhoP inhibition – PhoP-dependent GFP reporter repression – Salmonella Typhimurium, primary screen (AID 1863) | actives 0.16% (n = 300,000) | S. Typhimurium PhoP-regulated promoter GFP reporter, 4 h; higher % means a stronger effect | one-dose inhibition, % at 50 µM; IC50 in µM for titrated hits;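 active means inhibition over 29.93%, a cutoff 3 SD above the screen mean, later confirmed by dose response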;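 further: 0% = low Mg2+ inducing control and 100% = high Mg2+ repressing control; strong numbers were not always called active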
GPR55 LPI antagonism – inhibition of LPI-stimulated GPR55 beta-arrestin translocation – imaging, U2OS, beta-arrestin-GFP, LPI agonist, primary screen (AID 2013). U2OS GPR55 beta-arrestin-GFP translocation imaging, LPI antagonism; higher % means a stronger effect. inhibition, % at 10 µM; hits with a dose series show IC50 in µM. actives 0.13% (n = 290,000);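 active means spots per cell inhibited over 60%, with over 100 cells counted and total cytoplasm intensity under 500,000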;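 further: U2OS cells stably carrying GPR55 and arrestin-GFP stimulated by 5 µM LPI near EC80; imaged beta-arrestin-GFP aggregate spots per cell after agonist stimulation; plate controls were LPI-stimulated DMSO wells for no effect and DMSO wells without LPI for full effect; some results filed as inactive read as strong as hits; confirmed hits need IC50 under 10 µM and bright autofluorescent wells are also inconclusive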
T cell HTS – T cell immune modulation candidate. 2C CD8+ T cell-vesicle binding, flow cytometry; hits give low values. calls only at 7 µM. actives 0.068% (n = 330,000);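 active means response, share of CD8 T cells binding vesicles, and their 90th percentile fluorescence all below set limits, cut at about 80% in these data, passing the limit was not always enough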
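Material: murine 2C transgenic CD8+ T lymphocytes / Also added: QL9-peptide-loaded Drosophila micro-vesicles bearing Ld, ICAM-1 and B7-1 / Schedule: binding step 1.5 h, 37 °C, antibody labelling 20 min, ice / Signal: flow cytometry, PE anti-B7-1 (FL2) versus Alexa647 anti-CD8 (FL8), PFA-fixed / Evaluation: percent CD8+ FL2 mean versus row control / Benchmarks: naked versus QL9-loaded vesicles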
NTR1 ag – agonists of NTR1, primary screen, imaging, U2OS cells, beta-arrestin-GFP, high content (AID 493036) | NTR1-U2OS beta-arrestin-GFP spot imaging, agonist mode | P30989 | activation, % at 20 µM | actives 0.17% (n = 330,000);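 active means activation at or above 40% of the spot to cytoplasm intensity ratio, with at least 20 cells analyzed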;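 further: 0% = DMSO without peptide and 100% = 100 nM NTR1 peptide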
Target sequence (P30989 whole entry, looked up): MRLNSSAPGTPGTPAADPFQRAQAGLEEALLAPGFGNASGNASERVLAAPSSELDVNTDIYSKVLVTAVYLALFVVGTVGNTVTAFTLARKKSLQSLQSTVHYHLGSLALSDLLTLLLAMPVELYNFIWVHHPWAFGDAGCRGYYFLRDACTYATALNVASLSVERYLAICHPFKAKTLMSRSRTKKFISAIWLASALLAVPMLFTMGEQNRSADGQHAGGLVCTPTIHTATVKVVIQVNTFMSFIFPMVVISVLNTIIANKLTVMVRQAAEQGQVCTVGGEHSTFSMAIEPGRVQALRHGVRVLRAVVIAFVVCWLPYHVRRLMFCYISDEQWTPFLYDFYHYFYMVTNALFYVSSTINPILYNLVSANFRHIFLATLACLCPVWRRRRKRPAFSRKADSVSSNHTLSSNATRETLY
GPR55 activation – selective activators of receptor GPR55 – imaging, U2OS cells, beta-arrestin-GFP redistribution, primary screen (AID 1961); U2OS GPR55 beta-arrestin-GFP redistribution imaging; higher % means a stronger effect; activation, % at 10 µM, or EC50 in µM where a hit was titrated; actives 0.048% (n = 290,000);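 active means activation above 40% with more than 50 cells counted in the well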;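 further: U2OS osteosarcoma cells stably expressing GPR55 and beta-arrestin-GFP; plate controls were DMSO negative control for no effect and LPI positive control for full effect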
KOR beta-arrestin-1 – kappa opioid receptor activators – cell-based, luminescence, uHTS, primary screen (AID 1777) | KOR beta-arrestin recruitment, luminescence; higher % means a stronger effect | activation, % at 10 µM, or EC50 in µM where a hit was titrated | actives 0.02% (n = 280,000); in the data active means activation above about 50%, passing the limit was not always enough; further: a part of the inactive calls stands beside numbers as strong as those of hits
KOR beta-arrestin-2 – KOR antagonists, beta-arrestin recruitment, cell-based, luminescence, uHTS (AID 1778) | KOR beta-arrestin recruitment, luminescence, antagonist mode; higher % means a stronger effect | inhibition, % at 10 µM, or IC50 in µM where a hit was titrated | actives 0.091% (n = 290,000); in the data active means inhibition above about 50%; further: strong numbers were not always called active
T cell HTS vesicle-bound % – recorded beside T cell HTS, whose call it bears; double positive events, %; measured here: CD8+ vesicle-bound cell fraction;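 binding gate set so that unloaded-vesicle control wells show 10% double positive cells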
NTR1 ag cell count 20 µM – also measured in NTR1 ag; calls as there; cell count; measured here: cell count, cytotoxicity flag
Active calls of the source: *; i = inactive; / = no result given; [ ] = remark or other dose.

SMILES	GPR35 antagonists	West Nile antiviral	PhoP inhibition	GPR55 LPI antagonism	T cell HTS	T cell HTS vesicle-bound %	NTR1 ag	NTR1 ag cell count 20 µM	GPR55 activation	KOR beta-arrestin-1	KOR beta-arrestin-2
Oc1ccc2ccccc2c1/C=N/c1nccs1	-10.2%	0.0%	0.7%	-9.9%	i	51.2	0.2	86	0.3%	2.4%	-15.8%
COc1ccc(NC(=O)CSc2ccc3nnc(-c4ccccn4)n3n2)c(OC)c1	0.4%	-0.9%	-4.8%	1.7%	i	40.4	1.7	69	0.3%	12.5%	17.8%
Oc1ccc(N2CCN(Cc3cc4c(cc3Br)OCCO4)CC2)cc1	5.2%	-1.4%	2.2%	3.5%	i	27.5	1.8	58	0.0%	1.8%	-16.9%
O=C(CSc1c2c(nc3ccccc13)CCC2)N1CCCC1	-15.3%	0.0%	-3.8%	25.8%	i	50.1	1.0	78	1.0%	-2.4%	12.1%
CCOC(=O)N1CCN(C(=O)C2CCCN(c3nc4ccc(OCC)cc4s3)C2)CC1 (stereo unspecified)	-2.9%	-0.4%	6.1%	15.4%	i	27.2	-1.0	59	-0.3%	-1.3%	-34.7%
CC(=O)Nc1sc2c(c1C(N)=O)CCCC2	18.6%	-0.1%	14.1%	2.6%	i	26.1	-1.1	87	0.3%	-1.8%	27.0%
Cc1cc(Cl)ccc1OCC(=O)Nc1ccc(CN2CCOCC2)cc1	7.3%	-0.8%	/	-5.8%	/	/	1.1	66	0.0%	-0.5%	-19.5%
O=C(/C=C/c1ccccc1)Nc1sc2c(c1C(=O)O)CCC2	0.1%	0.1%	-9.1%	17.5%	i	27.1	0.0	41	-0.1%	-6.3%	13.0%
Cc1ccc(-n2nc(C)c3c(C)cc(=O)[nH]c32)cc1	-3.6%	-0.2%	6.0%	-2.6%	i	34.9	-0.4	50	-0.2%	-2.3%	-4.2%
Cn1cnc2c1c(=O)n(Cc1ccccc1C#N)c(=O)n2C	-2.4%	-0.2%	-3.8%	1.6%	i	25.3	-0.5	43	0.9%	-1.7%	-51.2%
COc1cc(/C=N/n2c(C)nc3ccccc3c2=O)ccc1O	-2.5%	0.0%	7.1%	5.8%	i	53.8	0.4	95	0.2%	5.9%	-5.7%
O=C(c1ccc(Cl)cc1)N1CCN(c2ncccn2)CC1	-7.5%	-0.4%	3.9%	2.8%	i	48.7	0.3	56	-0.1%	-2.0%	12.6%
O=S(=O)(CC(O)CS(=O)(=O)c1ccc(Cl)cc1)c1ccccc1 (stereo unspecified)	1.6%	-0.1%	-3.0%	2.4%	i	32.9	1.2	53	-0.2%	2.1%	35.1%
Cc1oc(-c2ccccc2F)nc1CS(=O)(=O)CC(=O)NCCN1CCCC1	-20.1%	1.3%	-0.6%	3.5%	i	6.8	-0.7	58	0.8%	-0.7%	-8.0%
CCOC(=O)c1[nH]ncc1CN1CCc2ccc(NC(=O)C3CCCO3)cc2C1 (stereo unspecified)	-11.0%	0.1%	-5.7%	19.1%	i	66.9	-0.7	60	0.3%	-1.3%	4.3%
Cc1cccc(C(C)C)c1NC(=O)COC(=O)Cc1ccsc1	-6.9%	1.8%	-2.1%	0.4%	i	47.6	-0.8	70	1.0%	-2.2%	-16.9%
CCS(=O)(=O)c1ccc(O)c(NC(=O)Nc2ccc(C(C)(C)C)cc2)c1	0.6%	-0.1%	-10.1%	12.1%	i	36.6	4.3	56	0.7%	1.6%	6.3%
CC(=O)c1ccc(N=C2NC(=O)C(CO)(CO)S2)cc1	-7.7%	-0.4%	0.6%	12.6%	i	44.3	0.3	58	0.0%	-3.6%	34.6%
Cc1ccc(-c2nnc(N(C)C(=O)c3ccccn3)s2)cn1	6.5%	-0.3%	2.4%	1.8%	i	65.5	-0.3	60	-0.1%	-3.1%	-47.8%
O=C(CCSc1nc2ccccc2o1)Nc1ccccc1	-22.8%	-0.3%	-13.6%	3.4%	i	21.2	-1.7	45	-0.1%	7.4%	-7.6%
CCN(Cc1ccccc1)C(=O)C(=O)c1cn(CC(=O)N2CCCC2)c2ccccc12	2.8%	1.1%	-3.9%	5.7%	i	33.9	0.5	60	-0.1%	1.7%	-3.0%
CCn1cc(C(=O)C(F)(F)F)c2ccccc21	7.0%	-0.2%	-1.4%	10.1%	i	31.3	-0.2	88	0.8%	1.0%	-32.0%
N#CCCN(Cc1ccccc1)C(=S)NC(=O)c1ccccc1	14.7%	0.6%	0.4%	-6.4%	i	18.1	2.6	74	-0.3%	-4.2%	18.6%
Cc1ccc(NC(=O)C2C3C=CC4(O3)C2C(=O)N(CCCN2CCCC(C)C2)C4C(=O)NC2CCCCC2)cc1 (stereo unspecified)	7.5%	-0.9%	-1.1%	8.5%	i	14.2	-0.1	57	-0.1%	3.4%	16.8%
Cn1c(/C(C#N)=N/O)nc2ccccc21	2.3%	0.5%	-0.7%	-3.1%	i	45.3	-0.5	33	-0.1%	33.4%	-2.3%

The last three entries of the part before are carried over, then new ones follow:
SMILES	GPR35 antagonists	West Nile antiviral	PhoP inhibition	GPR55 LPI antagonism	T cell HTS	T cell HTS vesicle-bound %	NTR1 ag	NTR1 ag cell count 20 µM	GPR55 activation	KOR beta-arrestin-1	KOR beta-arrestin-2
N#CCCN(Cc1ccccc1)C(=S)NC(=O)c1ccccc1	14.7%	0.6%	0.4%	-6.4%	i	18.1	2.6	74	-0.3%	-4.2%	18.6%
Cc1ccc(NC(=O)C2C3C=CC4(O3)C2C(=O)N(CCCN2CCCC(C)C2)C4C(=O)NC2CCCCC2)cc1 (stereo unspecified)	7.5%	-0.9%	-1.1%	8.5%	i	14.2	-0.1	57	-0.1%	3.4%	16.8%
Cn1c(/C(C#N)=N/O)nc2ccccc21	2.3%	0.5%	-0.7%	-3.1%	i	45.3	-0.5	33	-0.1%	33.4%	-2.3%
Cc1ccc(NC(=O)CN2C(=O)S/C(=C\c3ccc(-c4cccc(C(=O)O)c4C)o3)C2=O)cc1C	23.0%	0.0%	-13.2%	7.2%	/	/	/	/	-0.6%	-2.1%	-23.0%
CC1CC(C)CN(c2ncc3c(n2)CC(c2ccccc2Cl)CC3=O)C1 (stereo unspecified)	3.5%	-0.5%	-9.2%	8.2%	i	17.2	10.1	43	-0.3%	-4.3%	-6.7%
CC(C)(C)NC(=O)CN(Cc1ccc2c(c1)OCO2)C(=O)CCC(=O)Nc1nccs1	18.9%	-0.3%	7.7%	-1.9%	i	49.2	-0.9	41	0.2%	/	6.4%[20 µM]
CC(C)(C)c1ccc(C(=O)C2CCCN(C(=O)CN3CCCC3=O)C2)cc1 (stereo unspecified)	2.0%	-1.2%	4.4%	-1.7%	i	58.7	-0.9	76	0.0%	-3.7%	-23.5%
O=C(Nc1ccon1)Nc1ccc(F)cc1F	-3.7%	-0.2%	2.0%	3.2%	i	1.2	1.6	71	-0.1%	6.9%	5.7%
CCc1nnc(NC(=O)CC23CC4CC(CC(C4)C2)C3)s1	-3.9%	-0.4%	/	-0.8%	i	25.6	0.0	49	0.0%	-6.4%	26.5%[20 µM]
CNc1cc(C)nc(N2CCOCC2)n1	8.5%	0.1%	-5.1%	7.4%	i	50.9	-0.4	40	-0.1%	1.1%	-0.4%
O=C(NCC(O)c1ccccc1)Nc1cccs1 (stereo unspecified)	-3.3%	-0.2%	-0.1%	-2.2%	i	29.6	-0.3	53	-0.1%	-4.1%	8.8%
COc1ccc(CCNC(=O)c2cc(-c3ccco3)on2)cc1OC	5.9%	0.7%	-4.4%	5.6%	i	39.5	0.6	71	-0.3%	5.8%	-29.5%
Cc1ccn(CC(=O)NC2CC(C)(C)Cc3c2cnn3-c2ccc(F)cc2)n1 (stereo unspecified)	-6.1%	-1.1%	-4.5%	4.6%	i	26.5	-0.4	56	-0.2%	3.2%	-12.2%
COCCNC(=S)N/N=C(\C)c1ccc(C)c([N+](=O)[O-])c1	-3.9%	-0.6%	-21.8%	2.9%	i	44.2	2.6	63	0.8%	-1.8%	5.0%
O=C(NC1CCCCC1)NC1(C(=O)N2CCN3CCCC3C2)CCCCC1 (stereo unspecified)	8.2%	-0.2%	-5.7%	3.5%	i	52.2	-0.2	83	0.3%	0.4%	41.3%
CC(C)(C)NC(=O)c1cccc(NC(=O)Cc2ccc(Br)cc2)c1	-0.5%	-1.2%	-5.7%	6.3%	i	0.1	-2.0	59	-0.3%	5.9%	31.6%
CC(=O)Nc1ccc(NC(=O)c2cc[n+]([O-])cc2)cc1	-1.5%	-0.2%	1.2%	-6.1%	i	24.9	-0.8	41	/	-0.3%	-7.9%
C/C(=N/N1CCN(c2ccccn2)CC1)c1cccc([N+](=O)[O-])c1	7.2%	0.0%	-1.1%	5.7%	i	42.1	-0.3	69	1.5%	1.3%	24.8%
O=C(NC1CCCCC1)N1CCN(CCc2ccccc2)CC1	-9.8%	-0.2%	1.0%	8.6%	i	45.3	-0.3	84	0.1%	-2.8%	-19.6%
Cc1cccc(NC(=O)CSCC(=O)NNC(=O)c2ccoc2C)c1	4.2%	0.2%	5.2%	7.1%	i	40.8	-0.4	65	-0.1%	-1.2%	8.5%
CCOC(=O)c1cc(C#N)c(Oc2ccccc2OC)nc1-c1ccccc1	3.2%	-0.6%	-9.8%	18.2%	i	50.2	2.3	56	-0.1%	4.6%	-16.4%
O=C(O)c1ccc(N2C(=O)CC(SC(=Nc3ccccc3)Nc3ccccc3)C2=O)cc1 (stereo unspecified)	4.4%	0.3%	-12.2%	6.2%	i	3.2	-1.1	60	-0.5%	1.0%	2.1%
CSc1nnc(C)c(/C=C/Nc2ccc(C)cc2)n1	6.1%	0.1%	-6.2%	15.4%	i	45.2	-2.1	38	-0.2%	1.7%	-23.9%
Cc1[nH]n(-c2ccccc2)c(=O)c1C=NCc1ccncc1	-6.3%	0.0%	-11.5%	-10.5%	i	15.8	0.1	50	-0.3%	/	25.5%
COc1ccc(S(=O)(=O)Nc2ccc3c(c2)CCC3)cc1	4.8%	-1.1%	2.9%	-1.9%	i	23.0	3.4	33	-0.6%	-1.1%	-19.7%
COc1cccc(C(C)NC(=O)Nc2cc(Cl)ccc2OC)c1 (stereo unspecified)	-19.1%	-0.8%	5.7%	-13.2%	i	22.4	0.9	45	-0.2%	-4.3%	9.3%
Cc1ccc(C2c3[nH]c4ccccc4c3C[C@H]3C(=O)N(c4ccccc4C(=O)NCCCN4CCOCC4)C(=O)N23)cc1 (stereo partly specified)	-9.5%	-2.3%	0.8%	-11.0%	i	31.5	-1.6	102	-0.1%	-4.5%	-3.1%[20 µM]
Cc1ccccc1-n1nnnc1SCC(C)C	6.1%	0.0%	-6.0%	-5.7%	i	52.7	0.2	40	-0.3%	3.8%	-10.4%
